# Source: PubChem
# GAA inhib: qHTS Assay for Inhibitors of Human alpha-Glucosidase as a Potential Chaperone Treatment of Pompe Disease | hit rate 0.005% among 200,000 | purified human GAA, 4-MU-alpha-glucoside fluorescence | Potency, µM (top dose mostly 76.9 µM), for the others: at the highest dose activity change, negative = inhibition, hits mostly inhibitors | Lysosomal alpha-glucosidase (Homo sapiens), P10253;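 further: plate controls were uninhibited enzyme wells for no effect and no-enzyme background for full effect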
#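 Activity normalized between no-enzyme (basal) and enzyme-only wells. Conditions: 4 nM human enzyme, 400 uM fluorogenic substrate, citrate/phosphate pH 5.0 with Tween-20, 20 min room temperature, compounds up to 77 uM.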
# Tau FP inhib: qHTS for Inhibitors of Tau Fibril Formation, Fluorescence Polarization | hit rate 0.39% among 280,000 | Potency, µM (highest dose often 57.7 µM), for inactives: at the highest dose activity, negative = inhibition, actives largely listed as inhibitors | AID 1468, 2008 | Microtubule-associated protein tau (Homo sapiens), P10636 | K18 P301L tau heparin fibrillization, Alexa594 FP, 6 h; further: on the % scale 0 is the no-effect control and ±100 the full control effect; nearly all actives have a fitted effect of over 55% in size
# Target sequence (P10636 561-689 P618L limits assumed): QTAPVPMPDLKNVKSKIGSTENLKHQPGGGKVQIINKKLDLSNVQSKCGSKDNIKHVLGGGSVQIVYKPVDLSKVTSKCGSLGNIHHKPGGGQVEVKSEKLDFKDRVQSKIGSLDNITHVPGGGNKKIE
#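 Compound effects on tau fibrillization are measured by Alexa 594 fluorescence polarization (ex 555, em 632 nm). K18 P301L tau is used at 15 uM with 0.24 uM labeled tracer, and 20 uM heparin induces aggregation over 6 hr at 37 C.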
# Tau fibril ThT: qHTS for Inhibitors of Tau Fibril Formation, Thioflavin T Binding; hit rate 2.1% among 270,000; Potency, µM (top dose mostly 57.4 µM), for the others: at the top dose activity, negative = inhibition, usual class: inhibitors; Microtubule-associated protein tau (Homo sapiens), P10636; recombinant tau K18 P301L, heparin-induced fibrillization, ThT fluorescence; AID 1460, 2008; further: on the % scale 0 is the no-effect control and ±100 the full control effect; nearly all actives have a fitted effect of over 55% in size
#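 Heparin-induced (20 uM) aggregation of recombinant human K18 P301L tau, 15 uM unlabeled with 0.24 uM labeled, pH 7 acetate buffer, 6 hr at 37 C with compound. Fibrils quantified by 30 uM ThT fluorescence after 1 hr ambient incubation.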
# GAA glycogen mod: qHTS Assay for Inhibitors and Activators of Human alpha-Glucosidase Cleavage of Glycogen; Lysosomal alpha-glucosidase (Homo sapiens), P10253; recombinant GAA, glycogen substrate, Amplex Red glucose oxidase fluorescence; Potency, µM (top dose mostly 76.4 µM), without a hit: at the top dose activity change, negative = inhibition, hits mostly inhibitors; hit rate 0.38% among 300,000; AID 2100, 2009;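 further: 0% = full enzyme reaction and -100% = no-enzyme basal signal; the screen sought inhibitors and activators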
#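 Recombinant enzyme (4 nM final) with compounds titrated up to 77 uM and bovine liver glycogen (30 ug) in citrate pH 5.0, 0.01% Tween-20, 37 C 40 min. Released glucose detected by Amplex Red/glucose oxidase (Ex 573/Em 610); AC50 from Hill fits.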
# Tau fluor cs: Counterscreen qHTS for Inhibitors of Tau Fibril Formation, Fluorescence Polarization; tau K18 P301L (four-repeat tau fragment) Alexa594 fluorescence, heparin fibrillization; Potency, µM (series often up to 57.7 µM), for inactives: at the top dose activity change, negative = decrease; hit rate 0.93% among 280,000; AID 1463, 2008; further: on the % scale 0 is the no-effect control and ±100 the full control effect; nearly all actives have a fitted effect of over 55% in size
#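 Human K18 P301L tau (15 uM unlabeled plus 0.24 uM Alexa 594-labeled, final) in 100 mM sodium acetate pH 7 was mixed with compound and 20 uM heparin and incubated 6 hr at 37 C.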
# aGal spleen mod: qHTS Assay for Inhibitors and Activators of Human alpha-Galactosidase From Spleen Homogenate. Alpha-galactosidase A (Homo sapiens), P06280. Potency, µM (titrated, usually from 80 µM), for the others: top-dose activity change, negative = inhibition, actives largely listed as inhibitors. human spleen homogenate, 4MU-alpha-Gal fluorescence, 40 min. hit rate 0.008% among 240,000. AID 2107, 2009;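 further: 0% = enzyme with vehicle and -100% = no enzyme basal signal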
# Target sequence (P06280 32-429 limits assumed): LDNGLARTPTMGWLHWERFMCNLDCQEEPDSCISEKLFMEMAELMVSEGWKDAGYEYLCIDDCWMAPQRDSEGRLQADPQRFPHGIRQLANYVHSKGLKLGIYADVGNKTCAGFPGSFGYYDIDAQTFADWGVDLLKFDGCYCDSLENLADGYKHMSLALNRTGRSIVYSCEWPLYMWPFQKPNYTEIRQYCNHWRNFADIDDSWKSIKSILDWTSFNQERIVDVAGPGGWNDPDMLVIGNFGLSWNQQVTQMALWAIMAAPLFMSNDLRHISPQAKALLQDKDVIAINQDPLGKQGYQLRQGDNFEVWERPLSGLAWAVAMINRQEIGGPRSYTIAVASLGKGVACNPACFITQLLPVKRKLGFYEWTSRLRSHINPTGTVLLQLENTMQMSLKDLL
#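 Inhibition or activation of alpha-galactosidase in human spleen homogenate is scored by 4-MU fluorescence after 40 min at 37C, pH 5.0, with 1 mM substrate. AC50s come from concentration-response fitted to the Hill equation.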
# HTT ATP protect: qHTS Multiplex Assay to Identify Dual Action Probes in a Cell Model of Huntington: Cytoprotection (ATP) | hit rate 0.14% among 230,000 | PC12 HTT-Q103 induced, cytoprotection, ATP luminescence, 40 h | AID 1471, 2008 | Potency, µM (titrated, usually from 56.4 µM), inactives show cytoprotection (ATP increase), most hits filed as activators;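 further: % of control where 0% means no effect; nearly all actives have a fitted effect of over 45% in size; toxic huntingtin expression switched on by the ecdysone agonist tebufenozide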
#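 Compounds were screened for protection of PC12 cells against cell death after tebufenozide induction (100 nM final) of mutant Huntingtin exon 1 (Q103) fused to GFP.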
# GAA spleen mod: qHTS Assay for Inhibitors and Activators of Human alpha-Glucosidase From Spleen Homogenate. Lysosomal alpha-glucosidase (Homo sapiens), P10253. human spleen homogenate, 4-MU-alpha-glucoside fluorescence. Potency, µM (titrated, usually from 79.9 µM), without a hit: top-dose activity change, negative = inhibition, hits mostly inhibitors. hit rate 0.006% among 240,000;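 further: 0% = enzyme with vehicle and -100% = no enzyme basal signal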
#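 Enzyme source: human spleen homogenate, 1 ug/well. Buffer 50 mM citric acid/K phosphate pH 5.0, 0.01% Tween-20. 4-MU-alpha-glucoside 1 mM; 37 C x 40 min; NaOH/glycine stop; fluorescence.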
# An asterisk follows results filed as active; ? = inconclusive; nt = not tested or not shown; [ ] = dose if it differs, or a comment. The call rests on the fitted dose curve; in most records, active means well fitted curve in the direction sought with a large enough effect; inconclusive means small, poorly fitted or top-dose-only effect, or another doubt; inactive means no such curve, though single readings can be large; an effect the other way counts as inactive or inconclusive. Potency means the concentration at half of the fitted maximal effect.
SMILES,GAA inhib,Tau FP inhib,Tau fibril ThT,GAA glycogen mod,Tau fluor cs,aGal spleen mod,HTT ATP protect,GAA spleen mod
CN1CCC(=NNc2ccc(S(=O)(=O)N3CCOCC3)cc2[N+](=O)[O-])CC1,-11%,1%,-23%,?,-10%,9%,17%[10 µM],-3%
CCCCCSc1nnc2c(n1)[nH]c1c(C)cccc12,nt,-7%,-10%,-15%[76.3 µM],0%,nt,nt,nt
CCOc1ccccc1OCC(=O)Nc1ccc(S(=O)(=O)Nc2ncccn2)cc1,-6%,5%,-2%,5%,1%,-11%,12%[10 µM],-5%
Cc1c(Cl)c([N+](=O)[O-])nn1Cc1ccc(C(=O)N/N=C\c2ccccn2)o1,1%,1%,-1%,-3%,0%,6%,-13%[10 µM],-4%
Cc1c(C#N)c2ncnc(-c3ccccc3)c2n1-c1ccccc1,-2%,3%,1%,-1%,4%,-4%,8%,-5%
Cn1c(SCc2ccccc2Cl)nc2ccccc21,-13%,1%,?,-4%,-17%,7%,-46%[inhibitor],2%
O=C(CSc1nnc(-c2ccncc2)n1CCc1ccccc1)NCc1ccccc1,3%,?,-12%,-8%,-9%,6%,4%[10 µM],1%
O=C(/C=C/c1ccc(Br)cc1)c1ccc(NC2=NCCCS2)cc1,2%,10%,8%,3%,6%,6%,nt,0%
O=C1CCC(C(=O)Nc2cccc(C(F)(F)F)c2)N1 (configuration not stated),-4%[15.4 µM],-4%,-6%,12%,-1%,1%,-5%,-3%
Cc1ccc(OCC(=O)N(Cc2ccccc2)C2CCS(=O)(=O)C2)c([N+](=O)[O-])n1 (configuration not stated),-2%,1%,-2%,17%,-4%,0%,-5%[10 µM],-4%
CC1=CC(=O)CC2C1(C)CCC(C)C2(C)CCC(C)CC(=O)O (configuration not stated),nt,0%,-3%,-13%,2%,2%,13%[10 µM],-2%
O=C(CSc1nc2ccccc2o1)NC(=O)NCc1ccco1,-7%,-7%,-9%,7%,-10%,4%,2%[10 µM],0%
CCc1ccc(NC(=O)C2CCN(S(=O)(=O)c3c(C)noc3C)CC2)cc1,nt,-8%,-4%,15%[76.3 µM],-9%,nt,nt,nt
Cc1cc2ncc(S(C)(=O)=O)c(N)n2n1,4%,-1%,4%,1%,7%,7%,5%[10 µM],2%
CC(C)c1onc(C(=O)Nc2cccnc2Cl)c1[N+](=O)[O-],3%,4%,-10%,4%,1%,21%,-8%,-7%
CCC1(CC)C(=O)NC(=O)NC1=Nc1ccccc1,7%,6%,-6%,-1%,-8%,-10%,-23%[10 µM],-7%
CCC(C)C(NC=C1C(=O)OC(C)(C)OC1=O)C(=O)O (configuration not stated),-4%,-1%,-8%,-14%,-8%,-10%,5%,-5%
COc1cc(NC(C)=O)c2ncccc2c1[N+](=O)[O-],4%,0%,-1%,-2%,-6%,-8%,-16%[10 µM],3%
CN1CCc2nc(NC(=O)COc3ccc(C#N)cc3)sc2C1,-5%,2%,-4%,7%,-1%,0%,-33%[inhibitor],-6%
COc1ccc(NC(=S)Nc2cccc(S(=O)(=O)N3CCCCC3)c2)cc1,5%,-18%,10%,-5%,?,8%,-27%[10 µM],12%
CCCCCOCC(O)CCC(=O)NN (configuration not stated),3%,-10%,0%,10%,2%,-12%,-15%,-15%
COc1ccc(CNC(=O)CSc2ncc(S(=O)(=O)c3ccc(Br)cc3)c(=O)[nH]2)cc1,nt,4%,-6%,6%[76.3 µM],-4%,nt,nt,nt
COc1cccc(/C=N/Nc2nn3cnnc3c3ccccc23)c1,0%,6%,10%,26%,4%,8%,-34%[10 µM],9%
COc1cc(C)ccc1NC(=O)c1ccc(S(=O)(=O)N2CCOCC2)cc1,0%,-8%,-8%,8%,-9%,7%,-29%,-1%
O=C1CCCC/C1=C/NCc1ccccc1,5%,0%,3%,-7%,5%,-1%,nt,5%

# Overlap with the part before: 3 entries; new compounds follow.
SMILES,GAA inhib,Tau FP inhib,Tau fibril ThT,GAA glycogen mod,Tau fluor cs,aGal spleen mod,HTT ATP protect,GAA spleen mod
COc1cccc(/C=N/Nc2nn3cnnc3c3ccccc23)c1,0%,6%,10%,26%,4%,8%,-34%[10 µM],9%
COc1cc(C)ccc1NC(=O)c1ccc(S(=O)(=O)N2CCOCC2)cc1,0%,-8%,-8%,8%,-9%,7%,-29%,-1%
O=C1CCCC/C1=C/NCc1ccccc1,5%,0%,3%,-7%,5%,-1%,nt,5%
CCOC(=O)c1oc2ccc(Br)cc2c1CSc1nnc(C)s1,-7%,3%,-2%,0%,-6%,0%,8%[10 µM],-2%
Cc1occc1-c1nnc(SCC(=O)Nc2ccccc2)n1CCc1ccccc1,?,5%,-9%,-14%,-11%,-4%,-11%[10 µM],-2%
CCN(CC)c1ccc(C=C2C(=O)OC(c3ccccc3)OC2=O)cc1 (configuration not stated),6%,-16%,6%,-6%,1%,7%,-6%,10%
CCCCCCc1nc2ccccc2c(=O)n1NC(=O)c1c(O)c2c(n(CC(C)C)c1=O)CCCC2,-2%,-12%,2%,-2%,-4%,-9%,-58%[inhibitor],0%
COc1cccc(C(=O)NCCSc2c(-c3ccc(F)cc3)[nH]c3ccccc23)c1OC,nt,-8%,-13%,-12%[76.3 µM],5µM*[quencher],nt,nt,nt
CC(=O)Nc1ccc(S(=O)(=O)NC2(C(F)(F)F)C(=O)Nc3c2c(=O)[nH]c(=O)n3-c2cccc(Cl)c2)cc1 (configuration not stated),nt,-19%,-4%,4%[76.3 µM],-15%,nt,nt,nt
COc1ccc(S(=O)(=O)N2CCN(c3ccccc3)CC2)cc1,2%,2%,-2%,4%,-19%,-2%,24%[10 µM],7%
CCOC(=O)c1cnn(-c2nc(SC)nc3sc4c(c23)CCCC4)c1N,-5%,-3%,-10%,-6%,-21%,10%,-18%,3%
COc1ccccc1N1CCN(CCc2n[nH]c(=S)n2-c2ccccc2)CC1,-4%,3%,-4%,-10%,4%,1%,-1%,-10%
Cc1ccc(CN2CCN(Cc3ccc(C)s3)CC2CCO)cc1 (configuration not stated),2%,9%,-4%,10%,0%,-2%,-14%,0%
CCO[C@H]1OC(C(N)=O)=C[C@@H](c2ccc(Br)cc2)[C@@H]1CCCO,nt,-9%,0%,2%,3%,7%,-21%[10 µM],0%
CC(C)Oc1ccc(C(CC(=O)O)NC(=O)C(Sc2ccccc2)c2ccccc2)cc1 (configuration not stated),6%,10%,-5%,4%,6%,-2%,-20%,-1%
CCOC(=O)NC(=O)/C(C#N)=C\c1ccccc1,-2%,11%,4%,-7%,5%,3%,-34%[inhibitor],6%
N#Cc1c[nH]n2c(NC3CCCCC3)c(-c3ccccc3F)nc12,nt,-8%,2%,11%[76.3 µM],2%,nt,nt,nt
Cc1cc(OC(C(=O)O)c2ccccc2)c2c(C)c(Cc3ccccc3)c(=O)oc2c1 (configuration not stated),-10%[15.4 µM],-7%,?,1%,-14%,-10%,2%[10 µM],-2%
CN(NS(=O)(=O)c1ccccc1)c1nc2ccccc2nc1C(F)(F)F,-1%,-6%,-17%,-6%,-15%,1%,3%,-3%
COC(=O)C1=C(C)Nc2ncnn2C1c1cccnc1 (configuration not stated),0%,-2%,-1%,9%,-4%,1%,-9%,-20%
CNC(=S)NC(CC(=O)OC)c1ccc2c(c1)OCO2 (configuration not stated),-1%,-4%,-8%,4%,-8%,-8%,-15%,-4%
COc1ccc(-c2oc3cc(OC)ccc3c2C(=O)c2ccc(C#N)cc2)cc1,nt,-7%,?,nt,-28%,2%,-4%,4%

# Sorted by length of the SMILES (low to high): 3 of the compounds above
SMILES,GAA inhib,Tau FP inhib,Tau fibril ThT,GAA glycogen mod,Tau fluor cs,aGal spleen mod,HTT ATP protect,GAA spleen mod
CNC(=S)NC(CC(=O)OC)c1ccc2c(c1)OCO2 (configuration not stated),-1%,-4%,-8%,4%,-8%,-8%,-15%,-4%
CCOc1ccccc1OCC(=O)Nc1ccc(S(=O)(=O)Nc2ncccn2)cc1,-6%,5%,-2%,5%,1%,-11%,12%[10 µM],-5%
CN1CCC(=NNc2ccc(S(=O)(=O)N3CCOCC3)cc2[N+](=O)[O-])CC1,-11%,1%,-23%,?,-10%,9%,17%[10 µM],-3%
